M1 PAM – potentiates human M1 receptor response to acetylcholine; 360,000 compounds, 0.088% hits; activation, % at 3 µM; CHO-K1 hM1, Fluo-8 calcium fluorescence, ACh EC20; 0% = ACh EC20, 100% = maximal ACh; in the data active = activation above about 19%, passing the limit was not always enough
Target sequence (P11229 whole entry, looked up): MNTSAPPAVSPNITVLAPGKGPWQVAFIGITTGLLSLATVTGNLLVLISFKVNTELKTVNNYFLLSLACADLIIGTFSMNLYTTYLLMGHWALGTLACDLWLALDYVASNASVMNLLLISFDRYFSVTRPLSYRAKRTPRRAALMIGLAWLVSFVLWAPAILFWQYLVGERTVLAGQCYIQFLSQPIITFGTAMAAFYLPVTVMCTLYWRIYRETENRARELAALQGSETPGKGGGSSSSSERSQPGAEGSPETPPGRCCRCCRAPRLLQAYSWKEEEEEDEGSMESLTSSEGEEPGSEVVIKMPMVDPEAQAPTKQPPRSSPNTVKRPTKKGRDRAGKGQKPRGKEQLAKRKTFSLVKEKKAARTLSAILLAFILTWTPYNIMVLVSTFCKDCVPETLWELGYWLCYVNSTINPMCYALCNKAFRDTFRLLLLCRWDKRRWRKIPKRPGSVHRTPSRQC
CHO-K1 Ca ag – counter-screen for M1 agonists: effect in parental CHO-K1 cells. 360,000 compounds, 0.48% hits. activation, % at 3 µM. Fluo-8 calcium fluorescence; scaled to maximal ATP response, vehicle zero. AID 602248; in the data active = activation above about 15%;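 note: untransfected CHO-K1 host cells lacking M1 receptor as counterscreen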
CHO parental Ca – counter-screen: ATP calcium response change in parental CHO cells. parental CHO-K1, ATP-induced calcium, Fluo-8 fluorescence. inhibition, % at 5.6 µM. 330,000 compounds, 0.63% hits. AID 463079;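 active = inhibition above that plate's mean sample inhibition plus 3 SD, cut at about 26% in these data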;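 note: 0% = ATP-challenged DMSO wells and 100% = DMSO wells without ATP; some compounds past the cut are filed as inactive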
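Test system: untransfected parental CHO cell line; also added: ATP stimulus; dosing: 5.6 µM, single dose; signal: calcium-sensitive Fluo-8 fluorescence; measure: percent inhibition of ATP-evoked calcium rise, normalized to controls; benchmarks: low control ATP plus DMSO, high control DMSO only; replication: one well per compound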
M1 antag – human CHRM1 antagonism; P11229; 360,000 compounds, 1.3% hits; AID 588852; CHO-K1 hM1, Fluo-8 calcium fluorescence, ACh EC80 antagonist; inhibition, % at 3 µM;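 active = percent inhibition above its own plate's cutoff, namely the mean of that plate's compound wells plus 3 SD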;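 note: peak over basal fluorescence ratio during 140 s after agonist addition; 0% = ACh EC80 plus DMSO and 100% = DMSO alone without agonist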
CHRM1 agonist – activates human CHRM1 receptor. AID 588814. 360,000 compounds, 0.33% hits. CHO-K1 hM1, Fluo-8 calcium fluorescence, agonist mode; 0% DMSO, 100% acetylcholine EC100. activation, % at 3 µM. P11229;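 active = activation above the run's mean compound activation plus 3 SD, cut at about 16% in these data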;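 note: peak over basal fluorescence ratio within a 140 s kinetic read after compound addition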
TAAR1 antag – human TAAR1 antagonism; Q96RJ0; AID 624466; 360,000 compounds, 1.5% hits; CHO RD-HGA16 TAAR1, Fluo-8 calcium fluorescence, antagonist; inhibition, % at 3 µM;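 active = inhibition above a per-plate cutoff, the mean inhibition of test compounds on that plate plus 3 SD, cut at about 49% in these data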;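 note: 0% = DMSO plus EC80 beta-PEA response and 100% = DMSO alone without agonist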
Target sequence (Q96RJ0 whole entry, looked up): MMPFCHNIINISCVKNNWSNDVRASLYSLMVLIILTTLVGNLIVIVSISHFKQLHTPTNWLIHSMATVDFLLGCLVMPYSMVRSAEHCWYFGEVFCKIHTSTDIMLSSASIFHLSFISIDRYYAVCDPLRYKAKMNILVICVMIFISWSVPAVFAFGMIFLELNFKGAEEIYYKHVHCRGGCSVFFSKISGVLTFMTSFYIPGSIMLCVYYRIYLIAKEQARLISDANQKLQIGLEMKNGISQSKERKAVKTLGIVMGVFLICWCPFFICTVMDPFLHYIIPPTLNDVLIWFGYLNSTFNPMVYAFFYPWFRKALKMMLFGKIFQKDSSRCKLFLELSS
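Test system: RD-HGA16 CHO cells with stable hTAAR1 and Gα16 / Probe or stimulus: EC80 β-phenethylamine stimulus / Times: seeding 17-24 h prior, 75-min 37 °C, 30-min RT dye loading / Detection: Fluo-8 calcium-sensitive fluorescence / Read-out basis: % inhibition scaled between DMSO and EC80 PEA controls / Repeats: singlicate, one well per test compound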
TAAR1 ag – agonists of human TAAR1 | 360,000 compounds, 0.99% hits | CHO RD-HGA16 TAAR1, Fluo-8 calcium fluorescence; vehicle wells 0%, saturating PEA agonist 100% | activation, % at 3 µM | AID 624467 | Q96RJ0;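 active = activation above the mean activation of all test compounds in the run plus 3 SD, cut at about 38% in these data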
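System: CHO-derived RD-HGA16 cells with stable Gα16 and human TAAR1 / Times: 17-24 h plating, Fluo-8 75 min 37 °C, 30 min RT / Technique: calcium-sensitive Fluo-8 signal, excitation 470-495, emission 515-575 nm / Measure: % activation relative to PEA EC100 response / Benchmarks: DMSO and PEA EC100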
CHO-K1 Ca PAM – counter-screen for M1 PAMs: effect in parental CHO-K1 cells; ATP EC20, Fluo-8 calcium fluorescence; 0% at ATP EC20, 100% at ATP max; activation, % at 3 µM; 360,000 compounds, 0.02% hits;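 active = activation above the run cutoff, the mean activation of all test compounds plus 3 SD, cut at about 40% in these data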;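 note: peak over basal fluorescence ratio in a 140 s read after ATP addition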
CHO-K1 Ca antag – nonselective inhibitor or artifact in parental CHO-K1 cells | ATP-induced calcium, Fluo-8 fluorescence | inhibition, % at 3 µM | 360,000 compounds, 0.6% hits;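 active = inhibition above a per-plate cutoff, the plate's mean sample inhibition plus 3 SD, cut at about 24% in these data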;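 note: 0% = DMSO plus EC80 ATP and 100% = DMSO alone without ATP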
* = called active by the depositor; x = no result given.

SMILES	M1 PAM	CHO-K1 Ca ag	CHO parental Ca	M1 antag	CHRM1 agonist	TAAR1 antag	TAAR1 ag	CHO-K1 Ca PAM	CHO-K1 Ca antag
COc1cc2ccccc2cc1C(=O)OCC(=O)c1c(N)n(C)c(=O)n(C)c1=O	-1.8	2.5	-13.9	16.6	-3.7	-3.9	12.7	-12.2	-12.5
O=C1CC(c2ccco2)Cc2nc(NCC3CCCO3)ncc21 (stereo unspecified)	5.5	1.0	-8.6	-4.0	-3.8	-25.9	12.8	14.7	2.0
CCSc1nc2sc3c(c2c(=O)[nH]1)CCc1ccccc1-3	-0.9	-0.6	-10.4	10.3	-0.7	-1.7	3.0	-0.1	8.5
Cc1nnc(SCC(=O)Nc2ccc(Cl)cn2)[nH]c1=O	-0.5	0.3	16.9	-5.7	-3.8	7.4	1.8	18.0	-9.1
CCc1ccc(/C=C2\SC(=S)N(CCCC(=O)Nc3ccccn3)C2=O)cc1	3.2	0.2	-5.0	0.5	-3.4	8.1	5.3	22.5	-10.3
O=C(Nc1nc(-c2ccc(F)c(F)c2)cs1)c1cc([N+](=O)[O-])ccc1N1CCOCC1	6.0	2.2	-12.6	-4.0	-3.2	-9.3	1.0	11.8	-14.2
CCOC(=O)c1cc(-c2ccccc2)n(CC2CC(c3ccc(OC)cc3)=NO2)n1 (stereo unspecified)	-16.6	8.5	-14.4	20.8	-4.5	74.8*	14.2	10.4	-12.6
CCN1C(=O)c2cccc3c(S(=O)(=O)Nc4ccncc4)ccc1c23	3.0	0.4	-1.9	-1.2	-3.0	x	x	-8.3	16.1
COc1cc2c(cc1N/C=C(\C#N)c1nc(-c3ccc(F)cc3)cs1)oc1ccccc12	7.5	0.6	-7.0	-10.5	-0.6	-0.8	1.5	9.6	-4.7
Cc1oc(-c2ccccc2F)nc1CS(=O)CC(=O)NCc1ccccc1 (stereo unspecified)	-0.3	0.6	-25.4	-8.8	-3.5	0.4	0.0	6.9	-9.6
CCCC(C)(C)C(=O)N1CCC1(C)C(=O)Nc1cccc2ccccc12 (stereo unspecified)	-7.5	-0.2	x	9.1	-6.7	-18.6	6.7	-12.3	17.7
COc1ccc(S(=O)(=O)NCCCN2CCCC2=O)cc1OC	13.7	-0.4	-6.3	-7.4	0.7	-36.3	1.6	-1.4	13.8
O=C(c1cccc(S(=O)(=O)N2CCCC2)c1)N1CCN(Cc2ccccc2)CC1	13.6	0.8	-10.9	-17.1	1.9	-19.2	1.9	15.0	-16.3
CCOc1cc(/C=C2\N=C(C)OC2=O)cc(Cl)c1OCC(=O)OC	12.0	-0.2	-3.5	-12.8	-2.6	-5.5	0.6	-14.8	4.9
O=C(CN1C(=O)c2ccccc2C1=O)Nc1ccc(-c2nc3ccccc3o2)cc1	6.0	-0.2	3.4	-4.8	-3.2	15.5	-2.7	12.8	-2.1
O=C(NCC1CCCN(C(=O)c2cscn2)C1)c1ccc(-c2ccccc2)cc1 (stereo unspecified)	9.5	1.2	-11.6	-2.9	-6.7	4.5	4.4	17.6	-10.2
Cc1cccc[n+]1CC(=O)c1ccc([N+](=O)[O-])cc1	8.7	1.3	x	-8.3	-6.6	-12.5	2.2	22.0	-8.1
O=C(CSc1ccc2nnc(-c3ccccn3)n2n1)N1CCN(c2ccccc2)CC1	-0.5	2.8	-15.9	-2.1	-4.7	28.2	3.4	12.0	-2.0
Cc1ccc(-c2nn(CC(N)=O)c(=O)c3ccccc23)cc1S(=O)(=O)N(C)C	3.3	0.0	1.2	1.1	-5.8	16.8	13.9	-0.6	0.5
CC(C)c1ccc(C(=O)N(c2ccccn2)C(C)c2ccco2)cc1 (stereo unspecified)	14.0	0.7	-15.0	-10.2	-6.7	-9.8	16.2	17.5	2.2
CC12CC3(C)CC(C)(C1)CC(C(=O)Nc1nn[nH]n1)(C2)C3	8.7	0.9	-6.6	-3.6	9.6	-19.4	17.8	23.1	-21.4
O=C1CC(=O)CC(c2ccccc2)C1	-2.3	-0.3	-10.7	-1.1	-5.2	14.5	1.0	10.7	-4.6
Cc1ccc(S(=O)(=O)N2CCN(C(=O)C3CC(=O)N(c4ccc5c(c4)OCCO5)C3)CC2)cc1 (stereo unspecified)	-13.8	3.1	-18.0	26.2	-6.2	1.0	-1.3	14.5	-18.0
CCN(CC)c1ccc2c(Cl)c(Br)c(=O)oc2c1	-17.3	53.4*	80.8*	78.1*	49.3*	x	x	-6.9	73.2*
CC(=O)c1cccc(S(=O)(=O)N2CCCC(c3nc(-c4ccc(C)o4)no3)C2)c1 (stereo unspecified)	9.4	2.2	-3.2	-11.2	-4.8	1.5	2.8	24.8	-5.2
COc1ccc(S(=O)(=O)N2CCOC2CNC(=O)C(=O)NCc2ccccn2)cc1C (stereo unspecified)	4.7	0.8	-14.9	1.3	-5.3	-6.8	-0.1	8.5	-2.1
COc1ccc2cc3cc(C(=O)N(C)C4CCCCC4)oc3nc2c1	2.6	0.5	-21.2	-9.6	-3.7	x	x	21.4	0.9
CCOc1cccc2cc(C(=O)Nc3cc(C)on3)c(=O)oc12	6.6	0.6	-10.0	-8.9	-1.6	2.4	5.9	8.8	-22.4
COc1ccc(NC(=O)CCN2C(=O)c3ccccc3S2(=O)=O)cc1	-1.0	0.8	-12.9	4.7	-3.3	6.9	21.2	8.7	-4.6
Cc1ccc(Cl)c2c1NC(=O)C2=O	-10.2	0.0	-7.0	23.0	-2.9	6.9	5.5	15.4	-10.7
Cc1nn(C)c(C)c1CN(C)C(=O)C1CCC(=O)N(C2CCCCCC2)C1 (stereo unspecified)	17.6	-0.2	-11.1	-20.7	-0.9	-27.5	1.8	17.6	3.0
CC(C)(C)NC(=O)COC(=O)c1ccc(F)cc1Cl	5.8	0.1	-11.0	0.4	-9.3	9.4	5.7	5.4	7.1
CC1(C)CC(=O)C2=C(C1)N(C1CCCCC1)C(=O)C2(O)C(F)(F)F (stereo unspecified)	-1.2	0.5	-5.5	2.2	-4.7	0.1	6.9	10.4	-6.0
CCCc1nc(SCC(N)=O)[nH]c(=O)c1CC	8.4	1.1	-9.1	-5.8	-5.0	-4.3	16.1	17.1	-8.3
COc1ccc(N(CC(=O)NCc2ccccc2)S(=O)(=O)c2c(C)n[nH]c2C)cc1	14.3	0.7	-4.2	-19.9	-2.5	-18.6	-0.7	-8.8	-3.3
COc1ccc(-c2[nH]ncc2CN(C)CCc2c(C)n[nH]c2C)c(F)c1	-3.1	-0.2	-10.0	7.8	-12.8	-7.3	3.3	-0.4	2.4
Cc1ccc(NC(=S)N2CCN(C3CCCCC3)CC2)cc1	-1.0	0.4	-11.5	1.4	-6.3	-1.8	10.2	19.6	-15.2
CC1CCCN(S(=O)(=O)c2ccc3c(c2)c(=O)nc2ccccn23)C1 (stereo unspecified)	2.4	-0.1	-16.3	-5.1	-6.9	-4.9	2.8	2.7	3.3
Cc1cc(OCCn2cnc3ccccc3c2=O)ccc1[N+](=O)[O-]	0.8	0.0	-6.1	0.6	-7.2	6.1	2.0	8.4	7.0
CN(C)C(=O)c1ccc(NC(=O)COC(=O)c2cc3c(s2)CCCCC3)cc1	-3.6	2.4	-8.8	13.1	0.7	-0.2	6.6	-4.4	-12.3
CN(C)CCCN1c2ccc(O)cc2Sc2ccc(Cl)cc21	-30.7	3.6	x	99.8*	-4.1	-5.0	8.4	1.0	-2.2
COc1ccc(CCN(C)C(=O)CNC(=O)c2ccccc2F)cc1OC	6.0	0.8	-6.8	-4.2	-2.5	-1.3	0.3	-1.2	-16.1
C(#CCN1CCOCC1)COCCOC(c1ccccc1)c1ccccc1	9.6	0.8	-4.8	-6.1	-2.6	6.8	8.2	14.4	-12.3
CC(=O)c1cccc(NC(=O)c2ccc(NC(=O)CC3SC(N4CCCCC4)=NC3=O)cc2)c1 (stereo unspecified)	4.9	0.8	-13.8	-9.8	-4.2	1.8	-0.7	12.7	-4.5
O=C(Nc1ccccc1)N1CCCC(c2nc(-c3ccc(F)cc3)no2)C1 (stereo unspecified)	1.7	1.2	-16.9	-17.4	-3.9	-5.2	0.8	16.7	-7.3
Cc1cccc(C)c1-n1nnnc1C(c1ccccc1)N1CCN(C/C=C/c2ccccc2)CC1 (stereo unspecified)	-25.6	-0.4	x	60.5*	-7.3	-13.7	0.9	7.2	-7.1
CCN(CC)c1ccc(/C=N/N2CC(=O)NC2=S)cc1	4.7	-0.1	-2.9	-3.7	-4.5	-26.8	0.5	14.1	-17.6
O=C1[C@H]2[C@@H](c3ccc(C(F)(F)F)cc3)N[C@]3(CCCN(CC4CCCCC4)C3=O)[C@H]2C(=O)N1Cc1ccccc1	-2.7	0.9	x	-5.9	-7.4	-17.3	-2.3	17.6	-5.5
CN(C1CCCCC1)S(=O)(=O)c1ccc(-n2cnnn2)cc1	11.9	0.1	-2.4	-12.8	-5.3	5.0	4.7	8.9	-1.1
Nc1ncnc2c1ncn2[C@@H]1O[C@H](C(=O)Nc2ccc(Oc3ccccc3)nc2)[C@@H](O)[C@H]1O	-2.0	0.2	x	-18.6	-3.8	7.0	-0.2	-3.2	13.8

3 compounds already listed, sorted by the number in M1 PAM, ascending:
structure,M1 PAM,M1 antag,CHRM1 agonist,TAAR1 ag
Cc1cccc(C)c1-n1nnnc1C(c1ccccc1)N1CCN(C/C=C/c2ccccc2)CC1 (stereo unspecified),-25.6,60.5*,-7.3,0.9
Nc1ncnc2c1ncn2[C@@H]1O[C@H](C(=O)Nc2ccc(Oc3ccccc3)nc2)[C@@H](O)[C@H]1O,-2.0,-18.6,-3.8,-0.2
COc1ccc(CCN(C)C(=O)CNC(=O)c2ccccc2F)cc1OC,6.0,-4.2,-2.5,0.3

Next entries follow.
SMILES	M1 PAM	CHO-K1 Ca ag	CHO parental Ca	M1 antag	CHRM1 agonist	TAAR1 antag	TAAR1 ag	CHO-K1 Ca PAM	CHO-K1 Ca antag
COc1cccc2[nH]c(C(=O)NCCc3ccccc3)cc12	2.6	1.5	x	6.4	2.8	-0.3	1.9	7.3	7.8
O=C(O)CSc1nc2c(c(C(F)(F)F)n1)CCc1ccccc1-2	-12.5	3.4	9.7	4.0	-4.8	-1.4	4.9	-12.0	21.2
COc1nn(CC(=O)N2N=C(C)CC2(O)C(F)(F)F)cc1[N+](=O)[O-] (stereo unspecified)	12.4	0.3	-2.2	-10.7	-6.5	9.9	9.3	5.2	4.3
CC(C)(C)CC(C)(C)NCC(=O)Nc1c2c(nc3ccccc13)CCC2	-3.2	0.8	-23.7	7.0	-2.9	12.8	4.2	-10.6	5.9
Nn1c(-c2ccc(O)cc2)nnc1-c1ccc(O)cc1	1.8	1.4	-7.8	5.1	-1.8	-12.0	-0.3	-4.9	-19.3

Compound activity (PubChem)

Compounds were not picked by outcome; about 4.4% have a hit in one of these screens.
